Source: PubChem (PCMD)
FXIIa inh: inhibitors of human coagulation factor XIIa. P00748. purified human FXIIa, AMC substrate fluorescence, 2 h. actives 0.2% (n = 33,000). inhibition, % at 10 µM. AID 701; in the data active = inhibition above about 30%;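 also: 0% = enzyme with vehicle only and 100% = no enzyme blank; many of its hits are not listed in these tables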
Target sequence (P00748 20-372 limits assumed): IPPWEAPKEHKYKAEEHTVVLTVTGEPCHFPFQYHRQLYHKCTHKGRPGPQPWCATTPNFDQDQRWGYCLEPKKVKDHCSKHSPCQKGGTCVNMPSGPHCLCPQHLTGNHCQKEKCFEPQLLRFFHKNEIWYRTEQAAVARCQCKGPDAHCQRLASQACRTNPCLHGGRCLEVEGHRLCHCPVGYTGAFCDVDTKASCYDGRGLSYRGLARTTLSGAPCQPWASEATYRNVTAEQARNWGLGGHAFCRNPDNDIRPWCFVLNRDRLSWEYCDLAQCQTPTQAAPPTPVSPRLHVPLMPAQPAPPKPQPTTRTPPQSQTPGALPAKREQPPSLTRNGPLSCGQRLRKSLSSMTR
Target sequence (P00748 373-615 limits assumed): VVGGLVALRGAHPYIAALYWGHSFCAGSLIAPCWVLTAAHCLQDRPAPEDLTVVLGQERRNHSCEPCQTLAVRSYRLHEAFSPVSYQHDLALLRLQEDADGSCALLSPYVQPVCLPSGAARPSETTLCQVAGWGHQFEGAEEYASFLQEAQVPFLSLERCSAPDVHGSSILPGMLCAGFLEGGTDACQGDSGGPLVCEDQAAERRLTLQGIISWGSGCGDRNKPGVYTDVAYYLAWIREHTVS
FXIa single inh: blocks human coagulation factor XIa activity; purified human FXIa, fluorogenic AMC substrate cleavage; inhibition, % at 10 µM; actives 0.3% (n = 33,000);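 active = inhibition above 40% in the primary screen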;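 also: 0% = enzyme without compound and 100% = blank wells lacking enzyme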
* marks the source's active call; other numbers are inactive results. A portion of the library; the hit share may differ from the screen's.

Start of the listing, in advance (6 entries):
SMILES	FXIIa inh	FXIa single inh
Cc1ccc(CNC(=O)C2CCCN(S(=O)(=O)c3c(C)n[nH]c3C)C2)cc1 (stereo not given)	7	-1
COc1cc(-c2nc3oc4ccccc4c(=O)c3c(=O)n2Cc2ccco2)cc(OC)c1OC	-8	1
Cc1cc(C(=O)CSc2nnc(-c3ccc(F)cc3)o2)c(C)n1CC1COc2ccccc2O1 (stereo not given)	10	2
COc1ccc(NC(=O)CSc2nnc(-c3ccccn3)n2N)cc1Cl	6	-1
CC(=O)CSc1nnc(-c2ccc(S(=O)(=O)N3CCC(C)CC3)cc2)o1	-12	5
Cn1c(=O)c2c(nc(CN3CCOCC3)n2CCCO)n(C)c1=O	5	4

This part in full, previewed entries included:
SMILES	FXIIa inh	FXIa single inh
Cc1ccc(CNC(=O)C2CCCN(S(=O)(=O)c3c(C)n[nH]c3C)C2)cc1 (stereo not given)	7	-1
COc1cc(-c2nc3oc4ccccc4c(=O)c3c(=O)n2Cc2ccco2)cc(OC)c1OC	-8	1
Cc1cc(C(=O)CSc2nnc(-c3ccc(F)cc3)o2)c(C)n1CC1COc2ccccc2O1 (stereo not given)	10	2
COc1ccc(NC(=O)CSc2nnc(-c3ccccn3)n2N)cc1Cl	6	-1
CC(=O)CSc1nnc(-c2ccc(S(=O)(=O)N3CCC(C)CC3)cc2)o1	-12	5
Cn1c(=O)c2c(nc(CN3CCOCC3)n2CCCO)n(C)c1=O	5	4
CCN(CC)C(=O)COC(=O)c1cc(-c2ccc(OC)cc2)nc2ccccc12	-6	-9
CC(=O)N1N=C(c2ccc(C)cc2)OC1c1ccc(C)cc1 (stereo not given)	-17	24
O=C(Nc1nc(-c2ccccc2)cs1)c1cccc(S(=O)(=O)N2CCN(Cc3ccccc3)CC2)c1	6	4
CCCCc1ccc(NC(=O)CSCc2cc(=O)[nH][nH]2)cc1	-2	-2
Cc1cc2c(=O)[nH]cnc2s1	4	-6
CCOC(=O)c1cc2c(C)nn(-c3ccccc3)c2s1	2	6
N#CC(c1ccc(Cl)cc1)c1ccc2c(C(F)(F)F)cc(C(F)(F)F)nc2n1 (stereo not given)	-12	17
Cc1cc(C(=O)O)c2ccccc2n1	7	-4
CCN1C(=O)c2ccccc2S(=O)(=O)c2ccc(C(=O)N3CCOCC3)cc21	6	10
O=C(NCc1ccc2c(c1)OCO2)C1CC(=O)N(c2ccc(O)cc2)C1 (stereo not given)	0	0
CC(C(=O)NCCC1=CCCCC1)N1C(=O)c2ccccc2C1=O (stereo not given)	7	-3
CCN(c1ccccc1)c1ncnc2c1cnn2-c1ccccc1	-2	1
CCn1c2c(c3cc(Br)ccc31)CCC/C2=N\O	0	-4
c1ccc(-c2nnc(-c3ccccc3)c(-c3c[nH]c4ccccc34)n2)cc1	9	0
COc1ccc2[nH]c(=O)c(CN(CCO)C(=O)NCc3ccccc3)cc2c1	1	-1
CC(C)C(=O)Nc1cc(=O)[nH]c2ncnn12	3	0
CCN(CC)CCNC(=O)c1ccc(NC(C)=O)cc1	-1	1
O=C(O)CCCC(=O)Nc1ccc(C(=O)NCc2cccnc2)cc1	0	2
Nc1cc(-c2ccccc2)nn1S(=O)(=O)c1ccc(F)cc1	5	0
Next results
SMILES	FXIIa inh	FXIa single inh
CCOC(=O)c1[nH]c2ccccc2c1NC(=O)COC	-14	-13
CCn1c(SCC(=O)Nc2ccc3c(c2)OCCO3)nnc1-c1cccs1	1	-13
COC(=O)C1=C(CSCc2ccccc2)NC(=O)NC1c1cc(C)ccc1C (stereo not given)	0	5
CCCOc1ccc(-c2nc(C#N)c(N3CCc4ccccc4C3)o2)cc1	8	-3
O=C(NC1CC1)c1cc(F)c(F)cc1Cl	-3	-5
Cn1c(C(=O)NCC2CCCO2)cc2c(=O)[nH]c3ccccc3c21 (stereo not given)	-5	-5
CCn1c(SC/C=C/c2ccccc2)nnc1-c1cccs1	6	-2
CCOC(=O)c1sc(N(C)C(C)=O)nc1C	-12	-13
Cc1ccc(C)c2[nH]c(=O)c(C(c3nnnn3C3CCCC3)N3CCOCC3)cc12 (stereo not given)	5	0
CCn1c(SCC(=O)Nc2nc(C)c(C)s2)nnc1-c1cccnc1	-12	-12
N#CCCN(C(=O)CSc1ccc2c(c1)OCCO2)c1ccc(F)cc1	5	11
CCSc1nnc(NC(=O)c2csc(C)c2)s1	6	3
CCC(C)(C)NC(=O)C(c1cccn1C)N(Cc1ccc(OC)cc1)C(=O)Cn1nnc2ccccc21 (stereo not given)	5	1
CC1CCc2c(sc(NC(=O)CSc3ncnc4c3cnn4-c3ccccc3Cl)c2C#N)C1 (stereo not given)	2	7
COCCN1C(=O)C(CC(=O)Nc2ccccc2)SC1=Nc1ccc(OC)cc1 (stereo not given)	7	7
NC(=O)c1ccc(C2SCC(=O)N2Cc2ccccc2)cc1 (stereo not given)	10	3
Cn1c(=O)c2c(nc(NCCCO)n2C/C=C/c2ccccc2)n(C)c1=O	10	2
COc1cc(C2C3C(=O)N(c4ccc(F)cc4)C(=O)C3ON2c2ccccc2)ccc1O (stereo not given)	8	-6
O=C(/C=C/Nc1cccc(F)c1)c1ccco1	1	-1
O=C(Nc1ccc2oc(-c3ccccc3)nc2c1)c1cccs1	5	2
O=C(O)C1CCN(C(=O)c2ccc(Cl)cc2)CC1	12	-4
Cc1ccc(-c2nc(=S)c3c(n2CC2CCCO2)CC(C)(C)OC3)cc1 (stereo not given)	5	4
COc1ccc(-c2nc(C#N)c(N3CC(C)OC(C)C3)o2)cc1OC (stereo not given)	-19	-4
COc1ccc2c(c1OC)C(=O)OC2CC(=O)c1ccc(O)c(O)c1 (stereo not given)	11	-6
O=C(NC1(C(F)(F)F)NC(=O)N(Cc2ccccc2)C1=O)c1cccnc1 (stereo not given)	3	-8

Entries shown so far that contain a COOH group:
SMILES	FXIIa inh	FXIa single inh
Cc1cc(C(=O)O)c2ccccc2n1	7	-4
O=C(O)CCCC(=O)Nc1ccc(C(=O)NCc2cccnc2)cc1	0	2
O=C(O)C1CCN(C(=O)c2ccc(Cl)cc2)CC1	12	-4

Next section:
SMILES	FXIIa inh	FXIa single inh
COc1ccc(OC)c(C2C(C(C)=O)=C(O)C(=O)N2CCc2ccc(OC)c(OC)c2)c1 (stereo not given)	8	0
CC(C)NC(=O)c1ccc(-c2cc(C(F)(F)F)ccc2Cl)o1	-1	-12
O=C(Nc1ccc2c(c1)OCO2)c1ccc(Br)o1	4	13
Cc1cc(=O)oc(C)c1C(=O)OCC(=O)c1ccc2ccccc2c1	0	-6
CC(=O)Oc1ccc(-c2cccc(C(=O)Oc3ccccc3)c2)cc1	6	-4
CC(C)(C)c1ccc(C(=O)N2CCC(C(=O)NCc3ccco3)CC2)cc1	4	3
Cc1cc(C)nc(NS(=O)(=O)c2ccc(NC(=S)NC(=O)C3CCCC3)cc2)n1	9	8
CCC(C)(C)n1nnnc1C(c1ccccc1)N1CCc2ccccc2C1 (stereo not given)	4	7
COC(=O)c1ccccc1N(C)C(=O)C12CCC(C)(C(=O)O1)C2(C)C (stereo not given)	-5	-4
O=C(Nc1c(C(=O)N2CCOCC2)cnn1-c1ccccc1Cl)c1ccco1	2	1
CC1(C)CC(=O)C=C(NC2CCS(=O)(=O)C2)C1 (stereo not given)	5	-1
COc1cccc(NC(=O)Cn2cnc3sc(C)c(S(=O)(=O)N4CCCCC4)c3c2=O)c1	4	8
CCn1c(CNc2ccc(Cl)cc2)nnc1SCc1ccc(Cl)cc1	5	0
O=C(c1ccc(S(=O)(=O)N2CCCC2)cc1)N1CCN(Cc2ccc3c(c2)OCO3)CC1	8	3
Cc1ccccc1-c1nnc2c3ccccc3c(C)nn12	2	4
O=[N+]([O-])c1ccc(/C=N/Nc2nc(N3CCCC3)nc(N3CCCC3)n2)o1	7	1
O=C(O)C1C2CCC(C2)C1C(=O)Nc1cc(F)ccc1F (stereo not given)	0	-2
CC1=C(C(=O)OC2CCCCCCC2)C(c2cc3c(cc2Br)OCO3)CC(=O)N1 (stereo not given)	9	-6
COc1ccc(N(C)C(=O)Nc2ccc3c(c2)nnn3C)cc1	-5	1
CCC(CC)c1nnc(NC(=O)c2ccc3ccccc3n2)s1	3	-5
COc1ccccc1OCCCn1c(=O)oc2ccc(C)cc21	4	-3
O=C(c1cccs1)c1ccc(-c2cccs2)s1	1	0
O=C(Cc1ccccc1)NCC1CCCO1 (stereo not given)	-8	2
O=C(NCC1CCCO1)c1cccc(Br)c1 (stereo not given)	7	4
O=C(O)COc1c(-c2ccccc2)oc2ccccc2c1=O	-5	-1

Four entries from above, with two lines to a compound.
Every second line gives: FXIIa inh, FXIa single inh
CC1=C(C(=O)OC2CCCCCCC2)C(c2cc3c(cc2Br)OCO3)CC(=O)N1 (stereo not given)
    9, -6
CCC(C)(C)n1nnnc1C(c1ccccc1)N1CCc2ccccc2C1 (stereo not given)
    4, 7
O=C(O)C1C2CCC(C2)C1C(=O)Nc1cc(F)ccc1F (stereo not given)
    0, -2
COc1ccc(OC)c(C2C(C(C)=O)=C(O)C(=O)N2CCc2ccc(OC)c(OC)c2)c1 (stereo not given)
    8, 0

(further entries)
SMILES	FXIIa inh	FXIa single inh
Nn1c(SCC(=O)N2CCCCC2)nnc1-c1ccncc1	10	1
CC1CCc2cc(F)ccc2N1C(=O)C1(C)CC1(Cl)Cl (stereo not given)	4	5
Cc1ccc(NCc2nnc(SCC(=O)Nc3cc(C)on3)n2C)cc1	7	1
O=c1cc(CN2CCN(c3ccccc3F)CC2)c2cc3c(cc2o1)CCCC3	6	-9
CCS(=O)(=O)N1Cc2ccccc2CC1C(=O)Nc1ccc(NC(C)=O)cc1 (stereo not given)	-10	16
CCSc1nnc(NC(=O)c2ccc3ccccc3n2)s1	-14	28
O=C(Nc1cccc(-c2cnc3ccccc3n2)c1)c1cccc(NC(=O)c2ccco2)c1	8	1
COc1cc(NC(=O)c2cccs2)ccc1NC(=O)c1ccco1	7	1
Cc1nn(C(C)(C)C)c(OC(=O)c2ccco2)c1Sc1ccccc1	7	-6
C=CCn1c(=O)n2ncnc2c2c3c(sc21)CCCC3	3	8
CSc1ccccc1NC(=O)c1ccncc1	-14	-3
CCOC(=O)C1CCCN(CCC(=O)Nc2ccccc2)C1 (stereo not given)	-5	-2
O=C(c1scc2c1CCCC2)N1CCCCC1	7	-10
Cc1ccc(N2CC(C(=O)OCc3ccc([N+](=O)[O-])cc3)CC2=O)cc1 (stereo not given)	4	2
CC(C)Cc1ccc(S(=O)(=O)N2CCCC2)cc1	4	-3
NNC(=O)c1cc2c(s1)CCCCCC2	5	-5
CSc1nncn1/N=C/c1ccccc1F	-9	14
COC(=O)c1ccccc1NC(=O)c1ccc(Cn2cc(Cl)cn2)o1	2	8
CCCN1C(=O)C(NC(=O)c2ccncc2)(C(F)(F)F)C2=C1CC(C)(C)CC2=O (stereo not given)	4	14
O=C(Nc1ccccc1-c1ccccc1)c1ccc(Br)o1	-13	23
Cc1cc(C)n(CC(=O)N/N=C/c2ccco2)n1	-13	29
CC1(C)S[C@@H]2[C@H](NC(=O)Cc3ccccc3)C(=O)N2[C@H]1C(=O)O	1	3
CCCCc1oc2ccccc2c1C(=O)c1cc(I)c(OCCN(CC)CC)c(I)c1	8	4
COc1ccc(CNC(=O)C2C3C=CC4(CN(Cc5cccnc5)C(=O)C24)O3)cc1 (stereo not given)	-10	-15
Cc1c(N=C2NC(=O)C(CC(=O)Nc3ccc(Cl)cc3)S2)c(=O)n(-c2ccccc2)n1C (stereo not given)	5	-6
Going on with the list.
SMILES	FXIIa inh	FXIa single inh
COc1ccccc1-n1c(SCC(=O)N2CCCCC2)nc2cccnc21	-11	-1
CCCCCn1nc(C)c2c(C)cc(=O)[nH]c21	9	3
O=C(COC(=O)c1cccnc1)Nc1ccccc1	4	3
O=C(Nc1nc(N2C(=O)c3ccccc3C2=O)n(-c2ccccc2)n1)c1ccc(Cl)cc1	5	12
O=C(O)c1cnn2c(C(F)F)cc(C(F)F)nc12	8	5
COc1ccc(N2CCN(C(=O)c3ccc(-n4nc(C)cc4C)cc3)CC2)cc1	2	-1
COC(=O)NC(=S)Nc1ccc(Oc2ccc(Cl)cc2)c(Cl)c1	2	11
CCOC(=O)/C=C1\NC(=O)C(C)S1 (stereo not given)	7	-8
CC(C)Oc1ccc(-c2cc(C(=O)NCCN3CCOCC3)c3ccccc3n2)cc1	2	3
Cn1cnnc1SC1CCCCC1NS(=O)(=O)c1ccccc1 (stereo not given)	6	5
Clc1ccc(-c2cn3nc4c(nc3n2)CCCC4)cc1	11	-3
COC(=O)C1=C(CSc2nccn2C)NC(=O)NC1c1cc(C)ccc1C (stereo not given)	4	8
O=C(CCc1ccc(S(=O)(=O)NCCc2ccccc2)cc1)Nc1ccc2c(c1)OCO2	5	-5
CNCc1ccccc1OCC(=O)Nc1ccccc1	0	-4
CCN(CC)C(=O)c1cnn(-c2ccccc2)c1NC(=O)c1ccccc1F	7	-2
CCOC(=O)C(=O)/C(C#N)=C/Nc1ccc(Cl)cc1	9	-7
CC1SC(c2cccc(Cl)c2)NC1=O (stereo not given)	4	-3
O=C(OCCCN=C1NS(=O)(=O)c2ccccc21)c1ccccc1F	8	-7
CCCc1nnc(NC(=O)c2ccc(N3C(=O)C4C5C=CC(C5)C4C3=O)cc2)s1 (stereo not given)	0	8
CCc1ccc(NC(=O)N(CCCN2CCOCC2)Cc2cccs2)cc1	2	2
CCOc1ccccc1C(=O)Nc1cccc(-c2nnc(-c3ccccc3)o2)c1	-2	-6
O=C(Nc1cc(C(F)(F)F)ccc1F)C1CCCC1	-2	2
O=C(NC1CCCc2ccccc21)C1CCC(CNS(=O)(=O)c2cccc3nsnc23)CC1 (stereo not given)	-15	-8
CCOC(=O)c1[nH]c2ccccc2c1NC(=O)CN1CCCCC1	3	-4
O=C(Cn1nnc2c(cnn2-c2ccc(F)cc2)c1=O)OC1CCCCC1	6	9
CC(=O)c1c(C)n(C)c2ccc(OC(=O)c3ccco3)cc12	0	-1
CCN(CC)c1nc2ccccc2nc1C(C#N)C(=O)NCCc1ccccc1 (stereo not given)	4	6
